hcGAS inh = human cGAS inhibition; Q8N884; recombinant h-cGAS, ATP depletion, Kinase-Glo luminescence; inhibition, % at 12.5 µM; 290,000 tested, 0.081% active; AID 1259398;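 further: 0% = vehicle reaction and 100% = reaction without DNA for no activity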
Target sequence (Q8N884 whole entry, looked up): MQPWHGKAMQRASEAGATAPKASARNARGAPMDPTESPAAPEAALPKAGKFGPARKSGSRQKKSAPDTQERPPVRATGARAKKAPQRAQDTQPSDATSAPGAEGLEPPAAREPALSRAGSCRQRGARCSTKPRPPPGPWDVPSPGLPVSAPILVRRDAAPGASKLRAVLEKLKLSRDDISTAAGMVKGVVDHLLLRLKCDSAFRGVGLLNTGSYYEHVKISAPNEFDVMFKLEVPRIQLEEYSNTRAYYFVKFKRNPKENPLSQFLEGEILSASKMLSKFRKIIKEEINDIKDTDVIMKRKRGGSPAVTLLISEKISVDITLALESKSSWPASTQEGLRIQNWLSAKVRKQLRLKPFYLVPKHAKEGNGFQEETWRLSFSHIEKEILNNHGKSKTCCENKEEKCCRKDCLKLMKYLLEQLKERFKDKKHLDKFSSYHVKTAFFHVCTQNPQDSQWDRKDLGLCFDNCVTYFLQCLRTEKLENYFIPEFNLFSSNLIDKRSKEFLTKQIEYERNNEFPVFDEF
NPYLR7 ag = activates Aedes aegypti NPYLR7 receptor | HEK293T NPYLR7/Galpha15, GCaMP6s calcium fluorescence | activation, % at 10 µM | 270,000 tested, 0.15% active | AID 1259423; in the data active means activation above about 40%;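 further: 0% = vehicle and 100% = reference agonist at the receptor; some compounds past the cut are filed as inactive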
mcGAS lum = inhibitors of mouse cGAS | recombinant cGAS, Kinase-Glo ATP depletion luminescence | inhibition, % at 12.5 µM | 160,000 tested, 0.15% active;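 further: 0% = negative control wells and 100% = reference inhibitor with no enzyme activity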
Numbers without * were called inactive; . = not tested or not shown; & = joins results of further samples. Unless noted, no stated cut-off is given here; in the data, active means inhibition above about 40%; inactive means the rest.

Below each SMILES – hcGAS inh | NPYLR7 ag | mcGAS lum
> CCOC(=O)/C(C#N)=C1/C=CN(c2ccc(C)cc2)C=N1
  -5 | -10 | .
> CCOc1ccc(-n2c(C)cc3c2CCC(C(=O)C(F)(F)F)=C3O)cc1
  1 | 9 | .
> Cc1nc2ccccn2c(=O)c1NC(=O)Cc1ccc(F)cc1
  6 | -5 | .
> Cn1cccc1C(=O)N1CCC(CCc2ccc3c(c2)OCO3)CC1
  -4 | 2 | -2
> CCCn1c(=O)c(C(=O)Nc2ccc(Cl)cc2)c(O)c2ccccc21
  -6 | -2 | .
> O=C(Cc1ccsc1)NC1CC(=O)N(CCc2ccccc2)C1 (stereo not given)
  -14 | 7 | .
> CCNc1nn(CC(=O)Nc2ccccc2OCC)c(N)c1-c1nc(-c2ccccc2C)no1
  -6 | . | -7
> O=C(COc1ccc(F)cc1F)Nc1cc(F)ccc1F
  -7 | 11 | -7
> CCOCCCN(CC(=O)N(CCc1ccccc1)Cc1ccc(C)o1)Cc1cccc(C(=O)OC)c1
  -4 | 1 | -4
> CN(Cc1cccc(F)c1)C(=O)CN1C(=O)NC(Cc2ccccc2)C1=O (stereo not given)
  -9 | 2 | -15

Below each SMILES – hcGAS inh | NPYLR7 ag | mcGAS lum
> COc1cc(C2C3C(=O)N(c4ccccc4C(F)(F)F)C(=O)C3ON2c2ccccc2)ccc1O (stereo not given)
  -7 | -3 | -7
> Cc1cnc(CNC(=O)c2cn(CC3CCCNC3)nn2)cn1 (stereo not given)
  -8 | -4 | -14
> O=S(=O)(c1ccc(Cl)cc1)c1cnc2ccc(F)cc2c1N1CCOCC1
  -4 | 7 | -2
> COc1ccc(-n2cccn2)c(CN2C[C@@H]3[C@@H]4CC[C@@H](C4)[C@@H]3C2)c1
  -1 | -1 | -1
> Cc1cccc(-c2noc(N3CCCC3)c2CN(CC(O)COCc2ccccc2)C(C)C)c1 (stereo not given)
  -4 | -5 | -4
> Cc1ccc2c(C(=O)NC(C)Cc3ccncc3)cc(C)nc2c1 (stereo not given)
  -7 | 1 | -12
> CN(C)C(=O)c1ccc(N2CCC(NC3CCCc4ccccc43)CC2)cc1 (stereo not given)
  -7 | 4 | -11
> NC(=O)c1nnn([C@H]2C[C@H]3C(=O)N4CC[C@H](NC(=O)C5CCC5)[C@H]4C(=O)N3C2)c1C(N)=O
  -2 | -6 | -7
> CCOc1ccc(C(=O)Nc2cccc(-c3nc4ccc(C)cc4o3)c2)cc1Cl
  -9 | -1 | -6
> CN1CCC2(CC1)CN(C(=O)COCC1CCCO1)CCCN2C (stereo not given)
  -6 | 6 | .

Below each SMILES – hcGAS inh | NPYLR7 ag | mcGAS lum
> Cc1onc(-c2c(F)cccc2Cl)c1C(=O)NC1CCSC1=O (stereo not given)
  -5 | 1 | -4
> COc1ccc(-c2ccc(=O)n(CCCC(=O)N3c4ccccc4CC3C)n2)cc1OC (stereo not given)
  -6 | 4 | -8
> CCOC(=O)c1sc(NC(=O)COc2ccccc2)c(C#N)c1C
  -3 | 1 | -4
> COc1ccc2nc(N(CCCn3ccnc3)C(=O)c3ccc(Cl)s3)sc2c1
  -8 | -12 | -9
> Cc1cccc(Cn2c(=O)c(C(=O)Nc3ccc(F)cc3)nn(-c3ccc(F)cc3)c2=O)c1
  1 | 3 | -3
> C=CCN(Cc1nccn1Cc1ccc(Cl)c(Cl)c1)C(=O)C(C)C
  -1 | 2 | -3
> CCOc1ccc(N2C(=O)CSC2c2ccc(NC(=O)c3ccccc3C)cc2)cc1 (stereo not given)
  -1 | . | -1
> CCOC(=O)c1cc(-c2ccc(N3CCN(C(=O)c4oc5ccccc5c4C)CC3)cc2)n(-c2ccccn2)n1
  -4 | 27 | -8
> O=C1Nc2c(c(=O)[nH]c(=S)n2Cc2ccccc2)C(C(F)(F)F)(C(F)(F)F)N1
  0 | -3 | .
> COC(=O)CCn1c(=O)c2c(nc3n(Cc4ccco4)c(C)cn23)n(C)c1=O
  0 | -2 | .

Below each SMILES – hcGAS inh | NPYLR7 ag | mcGAS lum
> CNC(=O)c1ccc(NC(=O)COC(=O)C2CCCCC2C(F)(F)F)cc1 (stereo not given)
  -9 | 5 | -18
> O=c1c2cnc3ncnn3c2ccn1CCS
  -6 | 6 | .
> COc1cccc(CN(C)CC2COc3ccccc3O2)c1O (stereo not given)
  -3 | 9 | -17
> Cc1cccc(CSc2ncnc3c2nnn3Cc2ccc(F)cc2)c1
  -6 | 17 | -7
> CC1=NN(C(=O)c2cccc(C)c2O)C(O)(C(F)(F)F)C1 (stereo not given)
  -9 | -3 | .
> Cc1ccccc1OCCn1ncc2ccccc2c1=O
  -9 | 14 | -17
> Cc1cccc2ncc(CO)n12
  -2 | -15 | .
> CCCNC(=O)c1nnc2n1CCN(C(=O)C1(c3ccc(Cl)cc3)CCCC1)C2
  -6 | 6 | .
> CNc1snc(C)c1C(=O)NC1CCCC(C)C1 (stereo not given)
  -4 | -1 | .
> O=C(NCc1ccccc1)c1cc2nc(-c3ccc(Br)cc3)cc(C(F)(F)F)n2n1
  -6 | 6 | -4

Below each SMILES – hcGAS inh | NPYLR7 ag | mcGAS lum
> O=C(Cn1nnnc1CN1CCCC1)N1CCc2ccccc2C1
  1 | 2 | .
> COc1ccc(-c2cc(C3(CNc4ccc(OC)c(OC)c4)CC3)ccn2)cn1
  1 | -8 | -2
> O=C(NCc1ccc2c(c1)OCO2)c1cccnc1N1CCN(C(=O)c2cccc(Cl)c2)CC1
  -7 | 20 | -6
> OCc1cccc(-c2ccc(-c3nc(-c4ccccc4F)no3)cn2)c1
  -7 | 2 | -11
> O=C(Nc1cc(S(=O)(=O)N2CCOCC2)ccc1Oc1ccc(F)cc1)c1cccs1
  4 | -2 | -3
> CC(c1ccccc1)N1CCC(NC(=O)c2cc(=O)c3ccccc3o2)C1 (stereo not given)
  -5&4 | 5&-3 | .
> Cn1c(-c2cccnc2)cc2c(Nc3ccc(F)cc3)nccc21
  -2 | -4 | -4
> CCc1nc(NC(=O)c2cc(S(C)(=O)=O)ccc2Cl)sc1C
  -5 | 5 | .
> O=C(CSc1nc(=O)n2cc(Cl)ccc2n1)Nc1cccc2ccccc12
  -7 | -2 | .
> CCCC1CCc2nc3ccccc3c(C(=O)O)c2C1 (stereo not given)
  -3 | 14 | .

Below each SMILES – hcGAS inh | NPYLR7 ag | mcGAS lum
> CCc1ccccc1SCc1ccc(C(=O)N2C3CCC2CC(Oc2ccccc2C(C)C)C3)cc1 (stereo not given)
  -7 | 3 | -8
> COc1cccc(C(=O)N2CCN(Cc3nc(-c4ccc(F)c(OC)c4)oc3C)CC2)c1
  -1 | -8 | -4
> CCN(CC1CCOC1)C(=O)c1ccc(C)c(NC(=O)c2ccccc2)c1 (stereo not given)
  -10 | 15 | -15
> COCCN1CCN(c2cc(Oc3ccccc3C)ncn2)CC1
  -8 | 23 | -10
> Cc1cc(N(C)C2CCCCC2)nc(SCc2cccc(C(=O)O)c2)n1
  -3 | 12 | -3
> COC(=O)[C@H](C(C)C)N(C)C(=O)C1CCCN(Cc2cnc3ccccn23)C1 (stereo not given in full)
  3 | -1 | .
> CCOc1ccc(OCCCOc2ccc(C)cc2I)cc1
  -3 | -6 | .
> Cn1c(CO)cnc1SCc1noc(C2CC2)n1
  -9 | 5 | .
> O=C(NC1CCN(c2ccccc2C(=O)NCCc2cccs2)CC1)c1ccccc1Cl
  -6 | 14 | -7
> CCOC(=O)CCCCC(=O)c1[nH]c(=O)[nH]c1Cn1ccnc1
  -9 | 14 | .

Below each SMILES – hcGAS inh | NPYLR7 ag | mcGAS lum
> O=C(CC1C(=O)NCCN1CC1CCCCC1)NCCc1ccc(F)cc1 (stereo not given)
  6 | 1 | 1
> COc1ccc(C(=O)N2CCN(c3cc(Cl)nc(SCC(=O)NCc4cccc(C(F)(F)F)c4)n3)CC2C)cc1 (stereo not given)
  -1 | -8 | 1
> Cc1nc2ccccc2n1CCCOc1ccccc1
  -4 | 0 | -3
> CCNC(=O)Cc1ccc(-c2cnc3ccccc3c2)cc1
  -1 | -1 | .
> COc1cc(/C=C2/C(=O)N(c3ccccc3)N=C2C)ccc1OCCOc1ccc(C)cc1
  -5 | -5 | -6
> c1ccc(-c2ccnc(CCn3cnc(-c4ccccc4)c3-c3cnc[nH]3)n2)cc1
  -4 | 13 | -6
> C=C(C)COc1ccc(C(=O)NC(C)Cc2cnccn2)cc1 (stereo not given)
  -7 | 2 | .
> CCN(CC)C(=O)Oc1ccc2c(ccn2Cc2ccc(/C=C/c3ccccc3)cc2)c1-c1cc(F)cc(F)c1
  -4 | 18 | -6
> COc1cccc(CN(C)C(=O)c2ccc(OC3CCN(Cc4ccccn4)CC3)cc2)c1
  -7 | 5 | .
> O=C(NCCC12CC3CC(CC(C3)C1)C2)C1=COCCO1
  -2 | 5 | .

Below each SMILES – hcGAS inh | NPYLR7 ag | mcGAS lum
> Cc1cc(C)n2nc(SC3CCCCNC3=O)nc2n1 (stereo not given)
  -14 | 13 | -8
> Cc1onc(C(=O)N(C)CCn2ccc3ccccc32)c1CO
  -6 | -5 | .
> N#CC(=Cc1ccc(C(F)(F)F)cc1)c1ccccc1
  -5 | 1 | .
> COc1ccc2oc(=O)c(C(=O)Nc3cc(F)ccc3C)cc2c1
  -3 | -5 | -3
> O=[N+]([O-])c1ccc(-n2nc3ccc4nonc4c3n2)cc1
  -4 | 81* | -6
> CCS(=O)(=O)N1CCN=C1SCc1ccccc1
  -6 | 8 | -6
> Cc1ccc(CN(CCc2ccccc2)C(=O)CNC2CCCCC2)o1
  4 | -14 | .
> CCOc1ccc(C2CC(c3ccccc3NS(C)(=O)=O)=NN2S(C)(=O)=O)cc1 (stereo not given)
  -6 | 15 | -3
> CC(=O)NCCC1CCN(c2nc3nonc3nc2N(C)Cc2ccccc2)CC1
  -3 | 14 | -4
> CCN1C(=O)C2(SCCN2C(=O)Nc2cccc(F)c2)c2cc(F)ccc21 (stereo not given)
  -5 | -2 | -6

Below each SMILES – hcGAS inh | NPYLR7 ag | mcGAS lum
> Cc1ccccc1C(NC(=O)C1CCN(C(=O)c2ccccc2)CC1)c1ccccn1 (stereo not given)
  -3 | 1 | -2
> Cc1nc(C2CCCN2CCOc2ccc3c(c2)CCC(=O)N3)no1 (stereo not given)
  -10 | 5 | -19
> COc1ccccc1C(=O)N(Cc1c(-c2ccccc2F)noc1N1CCOCC1)C1CC1
  -6 | 4 | -8
> C=C1C2(C(=O)Nc3ccc(C)cn3)CCC(C2)C1(C)C (stereo not given)
  -2 | 0 | .
> O=C1C=C(N2CCN(C3=CC(=O)CC(c4ccccc4)C3)CC2)CC(c2ccccc2)C1 (stereo not given)
  8 | 4 | .
> CCOCCn1c(=O)c2c(nc3n2CCN3c2ccc(OC)cc2OC)n(C)c1=O
  -3 | 6 | .
> CCn1cc(NC(=O)NCc2cccc(OC)c2)c2ccccc21
  2 | 13 | .
> NCCCCC(=O)N1CCOC(c2ccc(Cl)cc2)C1 (stereo not given)
  -6 | -9 | .
> Cc1nn(Cc2nnc(C(C)(C)C)o2)c(C)c1Br
  -3 | 4 | .
> c1ccc2c(N3CCOCC3)nnc(N3CCOCC3)c2c1
  -4 | 13 | -5

Below each SMILES – hcGAS inh | NPYLR7 ag | mcGAS lum
> O=C1CCC2(CCCO2)CCN1Cc1ccc(F)c(F)c1F (stereo not given)
  -8 | 8 | .
> O=C(c1cnccn1)N1CCC2(CCCN(Cc3cccc(F)c3F)C2)C1 (stereo not given)
  -13 | 9 | .
> Cc1noc(C)c1CN(C)Cc1cc2n(n1)CCCNC2
  -7 | -1 | .
> Cn1c(=O)[nH]c(=O)c2c1nc1n(-c3ccc(F)cc3)c(-c3ccc(F)cc3)cn21
  -4 | 6 | -6
> COc1ccc(C)cc1-n1c(C(C)N(Cc2ccco2)C(=O)c2cccc(Br)c2)nc2ccccc2c1=O (stereo not given)
  -3 | 29 | -5
> CCCCCCCCCCCC(=O)N(CC(=O)NCC(=O)Nc1ccc(OC)cc1)CC1CC1
  -4 | 3 | -3
> COCC1=C(C(=O)OC(C)OC(=O)OC(C)C)N2C(=O)[C@@H](NC(=O)C(=NOC)c3csc(N)n3)[C@H]2SC1 (stereo not given in full)
  -5 | -10 | .
> Cc1ccc(C(=O)Nc2ncc(C)s2)s1
  -8 | 3 | -6
> CNc1nnc(SCc2nnc(C(C)(C)C)o2)s1
  -4 | 2 | -11
> O=C(CSC1=NCCS1)NC1CCCCC1
  -13 | 22 | .

Below each SMILES – hcGAS inh | NPYLR7 ag | mcGAS lum
> COc1ccc(C2SCCN2C(=O)c2ccc(-c3ccccc3)cc2)c(OC)c1 (stereo not given)
  -6 | 3 | -6
> O=C(CCc1ccco1)N1CC[C@@H](c2ccc3ccccc3c2)[C@H](O)C1
  -4 | 25 | .
> O=C(CCCn1cccn1)N1CCOC(c2ccc(Cl)cc2)C1 (stereo not given)
  -4 | 7 | .
> Cc1cccc2c1C(=O)NC1(CCN(C(=O)Nc3cccc(F)c3)CC1)N2
  6 | -7 | -2
> CSc1ccc(-c2noc(-c3nn(-c4ccc(F)c(F)c4)ccc3=O)n2)cc1
  -6 | -3 | -5
> COc1ccc(-n2c(CCC(=O)NCCC3CCCN3C)cc3c2-c2ccccc2CC3)cc1 (stereo not given)
  2 | -7 | 5
> CC1(C(=O)Nc2ccc3c(c2)OCO3)CCN1C(=O)CCc1cccs1 (stereo not given)
  -8 | 12 | -5

Exported as labelled records: 4 of the compounds above
> Cc1cccc2c1C(=O)NC1(CCN(C(=O)Nc3cccc(F)c3)CC1)N2
  hcGAS inh: 6 | NPYLR7 ag: -7 | mcGAS lum: -2
> CC1(C(=O)Nc2ccc3c(c2)OCO3)CCN1C(=O)CCc1cccs1 (stereo not given)
  hcGAS inh: -8 | NPYLR7 ag: 12 | mcGAS lum: -5
> COc1ccc(C2SCCN2C(=O)c2ccc(-c3ccccc3)cc2)c(OC)c1 (stereo not given)
  hcGAS inh: -6 | NPYLR7 ag: 3 | mcGAS lum: -6
> COc1ccc(-n2c(CCC(=O)NCCC3CCCN3C)cc3c2-c2ccccc2CC3)cc1 (stereo not given)
  hcGAS inh: 2 | NPYLR7 ag: -7 | mcGAS lum: 5

Source: PubChem BioAssay (Fisher Drug Discovery Resource Center)
